High-throughput results deposited in PubChem BioAssay by several laboratories.
dFosB activator: mouse delta FosB homodimer activation | P13346 | activation, % at 25 µM | hit rate 0.99% among 340,000 | AID 493131 | purified delta FosB, TAMRA-CDK5 oligo fluorescence polarization; percent of positive-control signal above neutral wells;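 active means mean activation above about 17%, with every replicate also reaching it, limit read from the data, passing the limit was not always enough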;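 further: fluorescence polarization rise as delta FosB binds a TAMRA Cdk5 AP-1 oligo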
Target sequence (P13346 whole entry, looked up): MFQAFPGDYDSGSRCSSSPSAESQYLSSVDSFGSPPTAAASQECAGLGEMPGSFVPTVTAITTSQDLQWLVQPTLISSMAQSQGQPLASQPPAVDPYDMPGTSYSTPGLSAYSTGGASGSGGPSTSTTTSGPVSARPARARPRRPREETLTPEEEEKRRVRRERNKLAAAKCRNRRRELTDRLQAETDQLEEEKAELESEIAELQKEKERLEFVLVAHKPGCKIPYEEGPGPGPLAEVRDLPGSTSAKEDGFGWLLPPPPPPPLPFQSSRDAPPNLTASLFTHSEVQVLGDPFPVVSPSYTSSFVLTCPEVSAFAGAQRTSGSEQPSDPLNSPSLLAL
SR-BI DiI inh: blocks mouse SR-BI lipid uptake from DiI-HDL; Q61009; ldlA[mSR-BI] CHO cells, DiI-HDL uptake fluorescence, 3 h; inhibition, % at 12.5 µM; hit rate 0.96% among 320,000; AID 488896;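 active means mean replicate inhibition of at least 70% and a set share of replicates each scoring 70 or more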;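 further: 0% = median of neutral control wells and 100% = median of positive control wells; values of inactives mirror those of a sister screen read the other way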
HTR5A ag ctr: HTR5A agonism, opioid heterodimer counter-screen. HTR5A agonist assay, luminescence, cell-based. AID 504692. activation, % at 9.3 µM. P47898. hit rate 0.61% among 340,000; in the data active means activation mostly above about 9.5%, no sharp cut-off; inactive means mostly below about 7.6%;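 further: 0% = cells with vehicle only and 100% = reference agonist; strong numbers were not always called active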
Target sequence (P47898 whole entry, looked up): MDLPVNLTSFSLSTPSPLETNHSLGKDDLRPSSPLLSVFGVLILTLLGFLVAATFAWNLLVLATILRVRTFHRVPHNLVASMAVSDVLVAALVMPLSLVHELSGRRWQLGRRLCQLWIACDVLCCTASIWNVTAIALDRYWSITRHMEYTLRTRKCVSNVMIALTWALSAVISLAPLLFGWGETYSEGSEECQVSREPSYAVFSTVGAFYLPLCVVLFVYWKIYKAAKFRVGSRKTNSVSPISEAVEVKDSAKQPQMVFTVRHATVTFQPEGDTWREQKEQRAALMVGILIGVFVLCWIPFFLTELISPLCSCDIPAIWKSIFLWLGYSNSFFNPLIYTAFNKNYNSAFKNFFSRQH
SR-BI DiI-HDL act: activators of SR-BI mediated HDL lipid uptake; CHO ldlA[mSR-BI] cells, DiI-HDL uptake fluorescence, 3 h; 100 = double the neutral-control signal; activation, % at 12.5 µM; hit rate 0.096% among 320,000;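 active means mean replicate activation of at least 60% and every replicate at or above 60%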;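 further: 0% = median plate neutral-control signal and 100% = twice that signal; values of inactives mirror those of a sister screen read the other way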
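Assay system: LDL receptor-deficient CHO ldlA cells overexpressing murine SR-BI / Medium: BSA-supplemented, HEPES-buffered Ham's F12, pH 7.4 / Probe or stimulus: DiI-labelled HDL at 10 µg/mL final / Timing: compound with DiI-HDL co-incubation, 3 h at 37 °C / Technique: bottom-read cell fluorescence after medium removal, ex 550/em 595 nm / Measure: HDL uptake via cellular fluorescence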
Rtt109 Vps75: inhibitors of Candida albicans Rtt109/Vps75 histone acetyltransferase; hit rate 0.16% among 330,000; AID 540336; Q5AAJ8; inhibition, % at 34.9 µM; purified Rtt109/Vps75, ThioGlo CoA-SH fluorescence, 4 h;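 active means inhibition of at least 50% in every replicate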
Target sequence (Q5AAJ8 whole entry, looked up): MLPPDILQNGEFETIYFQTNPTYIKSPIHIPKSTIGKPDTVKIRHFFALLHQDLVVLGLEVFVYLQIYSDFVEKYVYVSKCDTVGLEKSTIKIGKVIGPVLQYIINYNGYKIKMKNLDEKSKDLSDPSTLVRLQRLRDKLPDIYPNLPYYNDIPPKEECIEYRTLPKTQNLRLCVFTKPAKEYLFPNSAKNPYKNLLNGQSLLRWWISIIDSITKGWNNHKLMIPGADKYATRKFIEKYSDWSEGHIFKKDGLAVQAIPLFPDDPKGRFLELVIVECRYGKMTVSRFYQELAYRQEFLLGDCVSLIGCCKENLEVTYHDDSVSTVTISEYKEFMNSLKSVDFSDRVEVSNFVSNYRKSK
CDK5 inh: inhibitors of human CDK5/p35 kinase; Q00535+Q15078; Recombinant CDK5/p35, ADP-Glo luminescence, 60 min; inhibition, % at 10 µM; hit rate 0.01% among 330,000;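 active means highest replicate inhibition of at least 50% and at least 75% of replicates reaching 50%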;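 further: plate controls were DMSO neutral control for no effect and GW8510 at 10 µM for full effect; many of its hits are not listed in these tables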
RTF Ca sens act: cardiac RTF calcium sensitization. IANBD-labeled TnC RTF fluorescence at EC20 calcium; 0% EC20 calcium, 100% full calcium. activation, % at 7.2 µM. hit rate 0.24% among 340,000;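 active means activation above the mean over all tested compounds plus 3 SD, cut at about 30% in these data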;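 further: rise in fluorescence read as greater calcium sensitivity of cardiac thin filaments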
Wnt act: activators of Wnt/beta-catenin signaling. Wnt/beta-catenin reporter cell assay, activator, plate reader. activation, % at 9.35 µM. hit rate 1.2% among 300,000. AID 743398; in the data active means activation above about 30%, passing the limit was not always enough;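 further: 0% = neutral control wells and 100% = positive control wells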
MITF TRPM1 HTS: activators of MITF-driven TRPM1 promoter activity in SK-MEL-5 cells; hit rate 0.75% among 300,000; SK-MEL-5 TRPM1-promoter luciferase, 24 h; % of positive control, neutral wells = 0; activation, % at 12.5 µM;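 active means mean activation of at least 80% with every replicate also reaching 80%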;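 further: 0% = neutral control wells and 100% = parthenolide positive control wells; values of inactives mirror those of a sister screen read the other way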
PvdQ inh: blocks Pseudomonas aeruginosa PvdQ acylase activity; AID 488965; purified PvdQ acylase, fluorescence plate reader; inhibition, % at 10 µM; hit rate 0.063% among 340,000; in the data active means inhibition above about 30%, passing the limit was not always enough;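 further: 0% = vehicle neutral wells and 100% = reference inhibitor wells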
An asterisk follows results filed as active; · = not tested or not shown.

SMILES | dFosB activator | SR-BI DiI inh | HTR5A ag ctr | SR-BI DiI-HDL act | Rtt109 Vps75 | CDK5 inh | RTF Ca sens act | Wnt act | MITF TRPM1 HTS | PvdQ inh
C=CCN(CC=C)C(=O)Nc1cc(Cl)ccc1OC | 5 | 24 | 5 | -24 | -9 | -2.0 | -2 | -8 | 1 | -4
CCCC(C(=O)NC1CCCCC1)N(Cc1ccco1)C(=O)CNS(=O)(=O)c1ccccc1 (configuration not stated) | 2 | -15 | 3 | 15 | 15 | -1.0 | -3 | · | 10 | 2
Cc1csc(CNC(=O)C2CCC(=O)N(CCc3cccc(F)c3)C2)n1 (configuration not stated) | 3 | -5 | 1 | 5 | -11 | -1.0 | -2 | 3 | -9 | -16
Cc1ccc(-c2nnn(CC(=O)N(Cc3cccs3)C(C(=O)NCC3CCCO3)c3ccco3)n2)o1 (configuration not stated) | 1 | -27 | -6 | 27 | · | 0.6 | -6 | 26 | -3 | -10
CCn1c(SCC(=O)c2ccccc2)nnc1-c1cccs1 | -6 | -13 | 0 | 13 | · | -0.1 | -3 | · | · | -9
N#Cc1nc(COc2cccc(Cl)c2)oc1NCc1ccco1 | -6 | 11 | 0 | -11 | 3 | 0.6 | -1 | 12 | 47 | -13
CC(CCc1ccccc1)NC(=O)CNC(=O)COc1ccccc1 (configuration not stated) | 0 | 4 | -1 | -4 | -1 | -0.1 | -2 | -3 | -2 | 2
CNC(=S)NNC(=O)c1cccs1 | -4 | 15 | 0 | -15 | 3 | 0.3 | 3 | 1 | -4 | -7
CC(NCCc1ccc(O)cc1)C(O)c1ccc(O)cc1 (configuration not stated) | -6 | 11 | 3 | 14 | 0 | 0.6 | 3 | 1 | 13 | -7
COc1cc(/C=N/Nc2nc(=O)[nH]nc2C)cc([N+](=O)[O-])c1O | -1 | · | 2 | · | 32 | 0.9 | -4 | 0 | 3 | 7
CC(=O)Nc1ccc(S(=O)(=O)NNC(=O)COc2ccc(C(C)(C)C)cc2)cc1 | -7 | 8 | 3 | -8 | 16 | 0.8 | -2 | -2 | 1 | -7
CCOC(=O)CSc1nnc(Cc2ccccc2)n1Cc1ccco1 | 8 | -9 | 5 | 9 | -3 | -0.2 | -2 | -3 | 2 | 2
COc1ccc(C(=O)NCC(=O)N/N=C/c2ccc([N+](=O)[O-])s2)cc1OC | -1 | 55 | 0 | -55 | · | -0.6 | -6 | -2 | -42 | 7
Cc1cc(C)cc(C(=O)Nc2nnc(SCC(=O)NCC3CCCO3)s2)c1 (configuration not stated) | -12 | 5 | 2 | -5 | 9 | -0.4 | -1 | 1 | -7 | 9
CCc1nc2ccc(C(=O)Nc3nnc(C)s3)cc2nc1CC | -16 | 26 | 8 | -26 | 6 | -3.7 | 1 | 2 | 14 | -11
COC(=O)c1cnn(-c2nc3c(C)cccc3s2)c1C | -1 | -10 | 3 | 10 | -1 | 0.5 | 0 | · | 4 | 5
CC(C)C[C@H]1CN=C(Nc2ccccc2)N1CC1CCC(C(C)(C)C)CC1 (some centres not stated) | 4 | -7 | -3 | 7 | -5 | 0.8 | 3 | · | -63 | -31
COc1ccc(Cl)cc1S(=O)(=O)N(C)CC(=O)N1CCOCC1 | -8 | -4 | 2 | 4 | -2 | 0.9 | 2 | 5 | 0 | 8
COc1ccc(S(=O)(=O)Nc2cccc3c2O[C@H](CN(C)C(=O)Nc2ccc4c(c2)OCO4)[C@@H](C)CN([C@H](C)CO)C3=O)cc1 | -4 | 8 | 1 | -8 | 8 | -2.4 | -4 | 0 | 6 | 4
O=C(O)CNC(=S)N(Cc1ccccc1)Cc1cccs1 | -4 | 16 | 2 | -16 | -1 | -1.9 | 6 | -1 | -1 | -12
COc1cc(C(=O)N(Cc2cc3cc(C)ccc3[nH]c2=O)CC2CCCO2)cc(OC)c1OC (configuration not stated) | -3 | 10 | 1 | -10 | -4 | 0.4 | 2 | -4 | · | -2
COC(=O)Cc1c(C)c2ccc(OCC(=O)NC3CCS(=O)(=O)C3)cc2oc1=O (configuration not stated) | 6 | -8 | -3 | 8 | -11 | 1.8 | 1 | 5 | -3 | -11
NC(=O)N1CCN(C(=O)c2ccco2)CC1 | -10 | · | 4 | · | -2 | 0.6 | -1 | · | -3 | 2
Cc1ccccc1NP1(=O)OCCCN1Cc1ccccc1Cl (configuration not stated) | -10 | 3 | -1 | -3 | -3 | -1.0 | 1 | -3 | 0 | -14

Profiles, quoted from the list. Order of screens: dFosB activator, SR-BI DiI inh, HTR5A ag ctr, SR-BI DiI-HDL act, Rtt109 Vps75, CDK5 inh, RTF Ca sens act, Wnt act, MITF TRPM1 HTS, PvdQ inh
Profile of `CCc1nc2ccc(C(=O)Nc3nnc(C)s3)cc2nc1CC` : -16, 26, 8, -26, 6, -3.7, 1, 2, 14, -11
Profile of `COc1cc(/C=N/Nc2nc(=O)[nH]nc2C)cc([N+](=O)[O-])c1O` : -1, ·, 2, ·, 32, 0.9, -4, 0, 3, 7

Next results:
SMILES | dFosB activator | SR-BI DiI inh | HTR5A ag ctr | SR-BI DiI-HDL act | Rtt109 Vps75 | CDK5 inh | RTF Ca sens act | Wnt act | MITF TRPM1 HTS | PvdQ inh
O=C(NN=C1CCCCCC1)c1c[nH]c2ccccc12 | 0 | -3 | 1 | 3 | 15 | -0.6 | -2 | 2 | -10 | 1
O=C(NCCO)C(=O)NCC1CCCN1S(=O)(=O)c1cccs1 (configuration not stated) | 1 | -11 | -2 | 11 | -14 | 0.5 | 1 | 0 | 0 | -13
Cc1cc(C)n2c(=O)[nH]nc2c1 | 2 | · | 2 | · | -1 | 1.2 | -3 | -1 | 9 | -10
O=c1c2ccccc2n2nnnc2n1-c1ccccc1 | 0 | -4 | 3 | 4 | -5 | -1.7 | 3 | · | -8 | 0
CCNc1nc(Oc2ccc(=O)n(-c3ccccc3)n2)nc(N(C)C)n1 | 1 | -9 | 13 | 9 | 1 | 0.5 | 2 | · | -5 | -16
Cc1nn(Cc2ccccc2)c(N)c1C#N | 3 | -57 | 1 | 57 | 14 | -0.4 | 3 | · | 0 | 4
Cc1cc(=O)c2c(o1)C(=O)c1occc1C2=O | -15 | -10 | 4 | 10 | 8 | -1.8 | -1 | -3 | 0 | -13
O=C(N=C1SCC(=O)N1c1ccccc1Cl)c1ccccc1 | -3 | 10 | 5 | -10 | -3 | -0.1 | 3 | -4 | 36 | -7
CC(=O)N(Cc1cccnc1)c1cccc(-c2nc3ccccc3s2)c1 | -11 | 10 | -1 | -10 | 7 | 1.7 | -2 | -2 | 0 | -1
CC(C)(C)C1=Nn2c(nnc2-c2ccco2)SC1 | -5 | -34 | 3 | 34 | 8 | 2.0 | -4 | · | 1 | -1
CCCCCCn1c(N2CCC(C(N)=O)CC2)nc2c1c(=O)[nH]c(=O)n2C | 0 | -6 | 6 | 6 | -2 | -1.5 | 1 | -6 | -3 | -11
N#CC1=C(O)CCCn2c1nc1ccccc1c2=O | 0 | -23 | 2 | 23 | 9 | 3.0 | 5 | 5 | -2 | -4
Cc1ccc(OCC2Cn3c(nc4c3c(=O)[nH]c(=O)n4C)O2)cc1C (configuration not stated) | -6 | 20 | 3 | -20 | 3 | -0.4 | 1 | 0 | -7 | 8
O=C(Nc1cccc(C(F)(F)F)c1)c1cccnn1 | -1 | -6 | -2 | 6 | -6 | -1.1 | 1 | 3 | · | -11
CCOC(=O)c1sc2cc([N+](=O)[O-])cc(SCC(C)C)c2c1N | 5 | 52 | -2 | -52 | 6 | 0.2 | 7 | · | 14 | 1
CCOC(=O)c1c(NC(=O)c2cccs2)sc(CC)c1-c1cccs1 | -13 | 58 | -1 | -58 | -24 | -1.1 | 2 | · | 12 | -11
CCC(C)(C)NC(=O)C(OC(=O)c1cc2sccc2n1C)c1ccc(OC)cc1 (configuration not stated) | -3 | 1 | -3 | -1 | 2 | -2.0 | 0 | · | 7 | -16
CC(OC(=O)Cc1coc2ccc3ccccc3c12)C(=O)Nc1ncc(Cl)cc1Cl (configuration not stated) | -7 | -7 | 3 | 7 | 2 | -3.4 | -2 | -3 | -11 | -10
CCCCSC(=O)Nc1ccccc1 | 2 | -17 | -1 | 17 | -4 | 0.7 | 0 | 5 | 9 | 5
CCCCNC(=S)NNC(=O)c1cccnc1 | 0 | -18 | -1 | 18 | -18 | -1.6 | 3 | 3 | · | -14
CN1C(=O)CC2(CC(=O)N(Cc3ccccc3)C2)C1=O (configuration not stated) | 3 | · | -1 | · | 2 | 1.8 | 0 | · | 0 | -9
Cc1c(NC(=O)C2(c3ccccc3)CCOCC2)c(=O)n(-c2ccccc2)n1C | -5 | -24 | 0 | 24 | 1 | 1.3 | 1 | 1 | 10 | 3
Cc1cc(C)n2nc(C(=O)OCC(=O)N(CCC#N)c3ccc(F)cc3)nc2n1 | -5 | -6 | -3 | 6 | -5 | -3.4 | 2 | -1 | 2 | 1
CCN(CCO)Cc1csc2ccccc12 | 0 | 9 | 4 | -9 | -5 | 1.0 | 2 | 0 | 8 | -14
CCCC(=O)Nc1ccc(NC(=O)CCc2ccccc2)cn1 | 5 | 10 | 2 | -10 | -7 | -1.7 | -2 | · | -1 | 1
CC(C)(C)C(=O)[C@@H]1[C@@H]2C(=O)N(c3ccc4c(c3)OCCO4)C(=O)[C@@H]2C2c3ccccc3C=CN21 (some centres not stated) | 0 | 20 | 4 | -20 | 14 | -3.3 | 2 | · | 12 | -3
O=C(CN1CCN(C(=O)C2CCN(C(=O)/C=C/c3ccccc3)CC2)CC1)Nc1ccc(F)cc1 | -14 | 20 | 6 | -20 | 3 | -0.6 | 1 | 2 | 4 | -1
CC(C)[C@H](NC(=O)OCc1ccccc1)C(=O)OCc1ccccc1 | -1 | -12 | -1 | 12 | -16 | 0.5 | -8 | -1 | 1 | 4
O=C(NCc1ccco1)c1cnn2c1NC(c1ccccc1)CC2C(F)(F)F (configuration not stated) | -11 | 2 | 2 | -2 | -3 | 1.0 | -5 | · | 8 | -5
C=CCn1c(O)c(N=NC(=O)C(O)c2ccccc2)c2ccccc21 (configuration not stated) | -9 | 23 | 6 | -23 | 8 | 0.4 | -2 | -3 | -9 | 21
Cc1nnnn1/C(=C\c1ccccc1)C(=O)OCC(=O)N(C)C1CCS(=O)(=O)C1 (configuration not stated) | -5 | 0 | 0 | 0 | -3 | 1.3 | 1 | · | -5 | -13
Cc1cc(NS(=O)(=O)c2ccc(NC(=O)CCCOc3ccccc3)cc2)no1 | -5 | -2 | -1 | 2 | 6 | 1.0 | 3 | -2 | 13 | -15
CN(C(=O)c1cccc(NC(=O)Cc2cccc(NC(=O)C3CCCN(C(=O)C4CCC4)C3)c2)c1)C1CCC1 (configuration not stated) | -12 | 67 | 0 | -67 | 1 | 0.2 | -10 | 1 | 4 | -10
O=C(NC1CCCCC1)C(c1ccco1)N(Cc1cccnc1)C(=O)C1COc2ccccc2O1 (configuration not stated) | -7 | -22 | -2 | 22 | 27 | -0.5 | 1 | 4 | 10 | -5
COC(=O)c1c(NC(=O)CN2C(=O)NC(CCc3ccccc3)C2=O)sc2c1CCCCC2 (configuration not stated) | -1 | 38 | 3 | -38 | 2 | -1.0 | 7 | -3 | -2 | 2
CC12CCC(C/C1=N/O)C2(C)C (configuration not stated) | 4 | 8 | 2 | -8 | -8 | -1.1 | 1 | 0 | · | -16
